CDK5 inh: CDK5/p35 (human) kinase inhibition; Recombinant CDK5/p35, ADP-Glo luminescence, 60 min; 330,000 compounds, 0.01% hits; AID 488839; Q00535+Q15078; inhibition, % at 10 µM;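 active = highest replicate inhibition of at least 50% and at least 75% of replicates reaching 50%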;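 also: plate controls were DMSO neutral control for no effect and GW8510 at 10 µM for full effect; many of its hits are not listed in these tables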
Wnt act: activators of Wnt/beta-catenin signaling; Wnt/beta-catenin reporter cell assay, activator, plate reader; activation, % at 9.35 µM; 300,000 compounds, 1.2% hits; AID 743398; in the data active = activation above about 30%, passing the limit was not always enough;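 also: 0% = neutral control wells and 100% = positive control wells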
Rtt109 Vps75: inhibitors of Candida albicans Rtt109/Vps75 histone acetyltransferase | Q5AAJ8 | purified Rtt109/Vps75, ThioGlo CoA-SH fluorescence, 4 h | inhibition, % at 34.9 µM | 330,000 compounds, 0.16% hits;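 active = inhibition of at least 50% in every replicate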
Target sequence (Q5AAJ8 whole entry, looked up): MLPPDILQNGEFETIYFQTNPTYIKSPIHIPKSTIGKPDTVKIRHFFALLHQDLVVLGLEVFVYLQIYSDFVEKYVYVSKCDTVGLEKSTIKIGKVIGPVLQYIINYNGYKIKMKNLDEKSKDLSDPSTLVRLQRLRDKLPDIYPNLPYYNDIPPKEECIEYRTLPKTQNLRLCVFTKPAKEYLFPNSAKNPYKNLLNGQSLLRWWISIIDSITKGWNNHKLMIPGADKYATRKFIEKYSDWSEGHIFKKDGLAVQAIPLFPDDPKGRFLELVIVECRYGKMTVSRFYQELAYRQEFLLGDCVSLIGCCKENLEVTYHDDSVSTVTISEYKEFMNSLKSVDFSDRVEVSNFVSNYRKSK
CAL PDZ FP-1: CAL PDZ (human) peptide binding inhibition; purified CAL PDZ, TMR-peptide fluorescence polarization, 1 h; inhibition, % at 24.9 µM; 300,000 compounds, 0.92% hits; AID 602252;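 active = mean inhibition of at least 30% with at least half of replicates also reaching 30%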;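 also: 0% = DMSO neutral control and 100% = excess unlabeled competitor peptide PRC23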
V-ATPase pHluor: yeast V-ATPase proton transport regulation by pHLuorin; response, % at 10 µM; S. cerevisiae, pHLuorin cytosolic pH fluorescence; 350,000 compounds, 0.37% hits; in the data active = response mostly above about 7.3%, no sharp cut-off; inactive = mostly below about 5.4%; also: actives read high; inactives centre near 0; some compounds called inactive have numbers as strong as hits; reference of the scale not given here
RTF Ca sens act: increases calcium sensitivity of human cardiac regulated thin filaments. activation, % at 7.2 µM. 340,000 compounds, 0.24% hits. IANBD-labeled TnC RTF fluorescence at EC20 calcium; 0% EC20 calcium, 100% full calcium;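 active = activation above the mean over all tested compounds plus 3 SD, cut at about 30% in these data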;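 also: rise in fluorescence read as greater calcium sensitivity of cardiac thin filaments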
CAL PDZ FP-2: inhibitors of human CAL PDZ peptide binding; Q9HD26; purified CAL PDZ, TMR-peptide fluorescence polarization, 1 h; inhibition, % at 20 µM; 330,000 compounds, 0.02% hits; AID 504414;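 active = highest replicate inhibition of at least 40%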;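 also: plate controls were DMSO neutral control wells for no effect and unlabeled competitor peptide control wells for full effect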
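System: purified tagged CAL PDZ domain construct (CerCALP). Schedule: 1 h incubation at room temperature before polarization reading. Medium: 25 mM sodium phosphate pH 7.4, 150 mM NaCl, TCEP, IgG, Thesit. Read-out: percent inhibition from loss of millipolarization. Measured by: FP readout, S and P plane fluorescence. Probe or stimulus: fluorescent TMR peptide probe.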
dFosB act: mouse delta FosB homodimer activation | 340,000 compounds, 0.99% hits | purified delta FosB, TAMRA-CDK5 oligo fluorescence polarization; percent of positive-control signal above neutral wells | AID 493131 | activation, % at 25 µM;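 active = mean activation above about 17%, with every replicate also reaching it, limit read from the data, passing the limit was not always enough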;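 also: fluorescence polarization rise as delta FosB binds a TAMRA Cdk5 AP-1 oligo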
Target sequence (P13346 whole entry, looked up): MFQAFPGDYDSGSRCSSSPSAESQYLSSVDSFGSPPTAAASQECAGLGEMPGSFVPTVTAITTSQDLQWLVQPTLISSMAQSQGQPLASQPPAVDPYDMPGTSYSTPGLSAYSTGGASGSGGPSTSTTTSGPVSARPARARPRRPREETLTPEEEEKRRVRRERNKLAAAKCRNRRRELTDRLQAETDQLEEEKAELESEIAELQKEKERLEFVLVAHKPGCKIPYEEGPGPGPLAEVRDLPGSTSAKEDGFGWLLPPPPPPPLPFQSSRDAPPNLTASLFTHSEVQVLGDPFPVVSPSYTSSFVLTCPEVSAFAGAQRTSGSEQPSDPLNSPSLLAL
MITF TRPM1 HTS: MITF TRPM1 promoter activation in melanoma cells | SK-MEL-5 TRPM1-promoter luciferase, 24 h; % of positive control, neutral wells = 0 | activation, % at 12.5 µM | 300,000 compounds, 0.75% hits | AID 588334;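 active = mean activation of at least 80% with every replicate also reaching 80%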;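 also: 0% = neutral control wells and 100% = parthenolide positive control wells; values of inactives mirror those of a sister screen read the other way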
Tat transport: inhibitors of E. coli Tat protein transport; E. coli MC4100 TorA-mCherry Tat export, fluorescence; inhibition, % at 10 µM; 340,000 compounds, 0.036% hits;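 active = mean replicate inhibition at least 50% and at least half of replicates individually reaching 50%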;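 also: exported cargo escapes ClpAP degradation while cytoplasmic cargo is degraded and loses fluorescence; 0% = median of neutral control wells and 100% = median of NaSCN control wells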
Starred values were filed as active, the others as inactive; . = not tested or not shown; & = joins results of further samples. Hits appear at their usual frequency. Share with any hit: about 4.1%.

SMILES	CDK5 inh	Wnt act	Rtt109 Vps75	CAL PDZ FP-1	V-ATPase pHluor	RTF Ca sens act	CAL PDZ FP-2	dFosB act	MITF TRPM1 HTS	Tat transport
OC(CN1CC=C(/C=C/c2ccc(Br)cc2)CC1)c1ccccc1 (configuration not stated)	0.2	5	-5	0	4	3	-0.2	5	7	-3
COc1cccc(C2CC(c3c(F)cccc3Cl)n3nc(N)nc3N2)c1 (configuration not stated)	1.5	.	-8	.	5	3	-2.7	-8	.	1
O=C(Nc1ccc(N2CCCCC2)cc1)c1ccc(F)cc1F	-1.4	44*	-12	3	14	-1	0.4	-2	22	1
CC(=NNC(=O)c1ccc2nc[nH]c2c1)c1ccc(Br)cc1	1.0	-1	1	-2	-1	0	0.5	3	17	3
O=C1C(=O)N(O)C2CCCCC2N1O (configuration not stated)	1.4	-3	4	.	3	6	-0.2	-1	-1	-1
O=C1CSC(=S)N1N=Cc1c(O)ccc2ccccc12	2.9	5	-1	2	0	5	-0.5	-4	-12	1
COc1cc(C(=O)NCCN2CCCC2)cc(OC)c1OC	-1.3	0	-8	.	-2	1	0.1	-1	.	-7
O=c1cc(CCl)nc2scc(-c3ccccc3)n12	-1.9	3	-2	-6	1	3	0.3	-5	-10	0
COc1ccc(OC)c(S(=O)(=O)Nc2cccc(O)c2)c1	-0.6	1	1	-2	-2	-6	-0.3	-7	-7	-5
CC1CCN(C(=O)CSc2nc3c(cnn3-c3ccccc3)c(=O)[nH]2)CC1	-0.4	-5	-8	.	0	-3	-2.7	-20	-15	-1
COC(=O)c1ccc(C(=O)OC)c(NC(=O)CSCC(=O)O)c1	0.6	-1	-5	.	-4	3	-0.3	2	0	3
CC1CCCC(NC(=O)COC(=O)Cc2ccc(Cl)cc2)C1C (configuration not stated)	-0.8	1	-10	-10	0	-1	-2.6	-5	-3	6
COc1ccccc1N1CCN(C2CCCN(C(=O)c3cc(C)oc3C)C2)CC1 (configuration not stated)	-0.5	-1	-6	.	-4	-5	-0.6	-3	-8	-5
COc1ccccc1NC(=O)c1cc2c(CO)cnc(C)c2oc1=Nc1cccc(C(N)=O)c1	-1.0	-8	-3	4	-1	-4	-2.2	2	0	-7
Nc1c(C(=O)Nc2ccccc2)sc2nc3c(c(-c4ccco4)c12)CCC3	0.7	.	10	-4	-7	-6	1.0	-9	29	-12
O=C(O)c1cc(Cl)c(Cl)cc1C(=O)Nc1cccc2cccnc12	0.8	.	-2	0	-4	11	0.9	-5	0	-13
O=C(Cn1cc([N+](=O)[O-])cn1)NCc1ccccc1	0.5	-1	3	43*	4	2	0.0	0	.	-1
O=C(Nc1nc2cc3c(cc2s1)OCO3)c1ccco1	2.2	14	-19	-6	4	5	1.0	2	-6	-5
O=C1C2ON(c3ccccc3)C(c3ccncc3)C2C(=O)N1c1ccccc1 (configuration not stated)	1.5	5	16	-2	2	2	-1.0	-4	.	-12
Cc1ccc(/C=C2/C(=O)N(c3ccccc3)C(=S)N2C)o1	-0.8	-1	-1	-4	1	6	-0.7	2	23	5
CCN(CC)S(=O)(=O)c1ccc2c(c1)nc(CCC(=O)OCC(=O)Nc1cc(OC)cc(OC)c1)n2C	1.3	-3	-8	-6	2	-7	-0.4	-7	-5	0
CC(C)Cn1c(N)c(C(=O)COC(=O)c2cccc(Cl)c2)c(=O)n(C)c1=O	-5.1	-2	12	3	-2	0	-0.6	-16	-3	0
CCCc1ccc(-c2ccc(C(=O)O)cc2)nc1	-0.8	.	-5	-2	4	0	-0.9	-2	20	-2
CCn1c(SCC(=O)Nc2ccc(Cl)cc2)nnc1C1CC1	1.3	0	-1	.	-2	8	0.1	-3	6	1
O=C(COc1ccccc1Cl)OCC(=O)N1CCN(S(=O)(=O)c2ccccc2)CC1	-1.4	-6	-1	9	3	-5	-0.8	-12	-9	0
Oc1ccccc1-c1cc(-c2ccc3c(c2)OCCO3)n[nH]1	0.7	.	17	-7	1	-12	-6.7	4	5	0
O=C(O)C/C(=C\c1ccc2c(c1)OCO2)c1nc2ccccc2s1	-1.1	1	0	-4	-1	1	-4.4	6	24	-8
CCOC(=O)c1c(C)n(C)c2ccc(OC)c(NS(=O)(=O)c3ccc(Cl)s3)c12	0.7	.	2	-6	1	4	-1.3	3	.	-4
Cc1ccc(SCC(=O)OCC(=O)NCCNC(=O)COC(=O)CSc2ccc(C)c(C)c2)cc1C	0.3	0	16	0	0	-3	-1.8	-11	-8	20
Cc1ccc(S(=O)(=O)Oc2ccccc2/C=N/NC(=O)c2c(Cl)cnn2C)cc1	0.4	.	7	-3	1	-5	-1.9	-9	4	1
C=CCN1C2CCCC1CC(NC(=O)Nc1cc(C)cc(C)c1)C2 (configuration not stated)	2.9	0	2	1	0	-4	.	0	-5	2
O=C(CCC(=O)N1CCN(S(=O)(=O)c2ccc(Cl)cc2)CC1)NC1CCCc2ccccc21 (configuration not stated)	-0.6	1&-2	16	3	0	1	-0.9	0	-18	-8
O=c1c(-c2ccc(Cl)cc2)[n+]([O-])c2ccccc2n1O	1.6	.	-53	0	4	6	-0.7	-2	-11	-1
CCCn1c(NCc2ccc(N(C)C)cc2)nc2ccccc21	-0.2	2	1	4	0	4	0.0	0	2	5
CC(C)n1nnnc1SCC(=O)c1c(N)n(C2CC2)c(=O)[nH]c1=O	0.1	3	-1	.	0	-4	-1.4	0	-2	-9
Cc1cc(OCC(=O)NC2CCN(C)CC2)ccc1[N+](=O)[O-]	1.2	16	-1	-6	-5	6	18	-4	7	-8
CCN1C(=O)[C@H]2[C@@H](c3ccc(-c4ccc(C(C)=O)cc4)cc3)N[C@@](C)(C(=O)OC)[C@H]2C1=O	1.8	.	5	-18	3	-1	-0.7	-4	19	-2
O=C(Nc1ccc(N2CCCC2)c(Cl)c1)c1cccc(-c2cc3ccccc3oc2=O)c1	-0.7	1	-11	-2	-8	1	-2.2	10	10	0
O=c1nc2ccccc2c2n1CC(CN1CCN(Cc3ccccc3)CC1)N2 (configuration not stated)	-1.6	.	2	1	5	-3	-1.2	-2	-5	-4
NC(=O)COC(=O)c1cccc(S(=O)(=O)N2CCCc3ccccc32)c1	-2.6	0	5	.	-4	5	-1.7	1	-13	-1
O=C(COC(=O)C1CCC1)NCCc1ccc(Cl)cc1Cl	-1.7	-1	-7	-2	4	1	-1.0	-2	10	3
CCn1cc(C(=O)N2CCN(c3ccc(OC)cc3)CC2)c(=O)c2cc(S(=O)(=O)N3CCCCC3)ccc21	-0.1	-1	10	.	-2	3	0.6	-9	4	-12
CCOc1cccc(CN(CC)CC2CCCN(CCc3cccc(OC)c3)C2)c1O (configuration not stated)	-1.8	-2	10	4	0	-3	-0.6	-9	-11	1
Cc1[nH]c2ccccc2c1C(O)CN1CCN(c2cccc(C(F)(F)F)c2)CC1 (configuration not stated)	-1.2	.	-8	-5	4	-1	-0.4	1	-28	0
CC(C(=O)NCc1ccccc1)n1cc([N+](=O)[O-])cn1 (configuration not stated)	-0.4	-1	12	-5	-4	3	0.6	4	3	0
COc1ccc([C@@H]2CC=C(C(=O)O)[C@H](c3ccc(C(C)(C)C)cc3)N2S(=O)(=O)c2ccc(C)cc2)cc1OC	0.7	-3	4	1	2	-8	-0.6	-10	6	-5
CC(=O)c1cc2c(cc1NC(=O)CN1CCOCC1)OCO2	-3.2	.	-2	5	-3	-2	-2.1	4	-2	0
COc1ccc(S(=O)(=O)CC(=O)c2cc(C)c(O)c(C)c2)cc1	-0.2	0	-10	7	-1	-3	0.3	3	9	-1
Cn1ccnc1SCC(=O)NCC(=O)Nc1ccc(F)c(F)c1F	3.2	9	-4	-1	1	-2	1.1	-7	2	0
CCCCc1cc(=O)oc2cc(OC(C)C(=O)NCCN3CCOCC3)c(Cl)cc12 (configuration not stated)	-1.9	0	14	.	-9	2	1.0	-15	-14	-1
NC1=NC(=O)/C(=C/c2cn(CCC(=O)O)nc2-c2ccc(F)cc2)S1	-0.2	-1	4	-1	3	-2	2.1	-7	-6	1
COc1ccc(-n2c(SCC(=O)c3c(N)n(C)c(=O)n(C)c3=O)nc3ccccc32)cc1	-0.6	.	-6	.	-5	-3	-0.6	-4	.	-10
CCOc1ccc(C2C(C#N)=C(N)N(c3sc4c(c3C#N)CCCC4)C3=C2C(=O)CCC3)cc1 (configuration not stated)	0.3	-9	2	-2	-1	-2	-1.0	-8	-14	5
COc1ccc(Cc2noc(CN3CCN(Cc4cccc(Cl)c4)CC3)n2)cc1OC	0.8	.	9	-4	-2	4	-2.1	-6	-6	7
CCc1cccc(OCCn2nc(C(=O)O)c3ccccc3c2=O)c1	0.4	-2	14	-3	-1	4	-2.1	-12	11	2
CCOC(=O)C(CC)n1cnc2c(cnn2-c2ccc(Cl)cc2)c1=O (configuration not stated)	0.4	-1	13	-3	1	4	-0.9	-7	3	7
CCCCn1nc2cc(C(=O)NCc3ccccc3OC)ccc2c1OCC	-0.6	-1	1	-1	1	-7	0.0	-5	10	-3
Cc1[nH]cnc1CSCc1ccc(Cl)cc1	-0.7	1	-5	3	-1	3	-2.0	-3	-17	4
O=C(Nc1ccccc1)Nc1ccc(F)cc1F	-1.8	48*	.	-2	0	0	-1.2	-9	72	6
CC1=C(C#N)C(c2cccnc2)C2=C(CC(c3ccc(Cl)cc3)CC2=O)N1 (configuration not stated)	0.7	.	4	-2	-5	4	-3.1	-8	-14	-2
Further results:
SMILES	CDK5 inh	Wnt act	Rtt109 Vps75	CAL PDZ FP-1	V-ATPase pHluor	RTF Ca sens act	CAL PDZ FP-2	dFosB act	MITF TRPM1 HTS	Tat transport
COc1ccc(OC)c(N=c2ssnc2Cl)c1	-0.5	.	1	1	3	3	-2.1	-2	.	-11
Cc1cc(C)c2c(=O)n(CC(=O)NC3CCCC3)sc2n1	14	-1	.	-2	-3	1	-2.8	1	-7	-5
CC(=O)COc1cccc2ccc(/C=C/c3ccc(Br)s3)nc12	0.1	-1	17	.	-4	4	0.8	-11	0	9
O=C(CN1CCCc2ccccc21)N/N=C/c1ccccc1O	-0.3	-7	-2	-2	2	-6	-0.1	-2	-28	-3
CCOC(=O)NCc1ccc2[nH]c(C)cc2c1	3.2	-3	-1	.	11*	4	-0.1	-15	.	3
CC1CN(S(=O)(=O)c2cccc(C(=O)OCC(=O)c3cccs3)c2)CC(C)O1 (configuration not stated)	-1.5	.	5	-3	2	1	-0.5	-7	-3	4
Cc1cc2c(cc1S(=O)(=O)CCC(=O)N(C)C1CCCCC1)OCC(=O)N2	1.5	2	-13	-2	1	3	-0.3	-4	.	0
COc1ccc(CN2CCN(C(=O)CC(C)C)CC2)c2ccccc12	-0.6	.	4	-3	10	3	-3.9	-3	-10	1
O=C(O)C1=C(C(=O)Nc2cccc(C(F)(F)F)c2)CCCC1	-6.6	0	3	-2	1	5	0.2	-8	-3	9

Screens (PubChem BioAssay)
